Bioassay records as filed in PubChem.
CCT chaperon mod: cytosolic chaperonin activity modulation; purified chaperonin ATPase assay, HTRF ADP detection, 30 min; activity change, % (no concentration beside the values), hits read low; 360,000 compounds, 0.3% hits; in the data active means activity change below about -30%; further: on the % scale 0 is the no-effect control and ±100 the full control effect
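Enzyme 40 or 20 nM (batch-dependent) in Tris pH 7.4/KCl/MgCl2/DTT; cpd 76 uM single point; ATP 10 uM; 30 min 37 °C; Transcreener ADP HTRF detection, 30 min RT; ratio 665/615.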
Nrf2 ARE act: activates Nrf2 signaling; AREc32 ARE-luciferase reporter (MCF7-derived line), luminescence, 24 h; Potency, µM (highest dose often 46.1 µM), for the others: top-dose activation, hits mostly activators; 410,000 compounds, 0.31% hits; further: potency means the concentration at half of the fitted maximal effect; % of control where 0% means no effect; nearly all actives have a fitted effect of over 65% in size
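ARE activation measured as luciferase luminescence (Steady-Glo, 30 min RT) in AREc32_Fluc cells after 24 hr compound exposure at 37 deg C, 5% CO2; cells seeded overnight at 1000/well in OPTI-MEM, 5% FBS.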
Akt phos inh: blocks phosphorylation of Akt; Neuro2A IGF-stimulated pAkt S473 HTRF, 20 min; stronger effect = lower value; 360,000 compounds, 0.32% hits; activity change, % for hits at 50 µM; in the data active means activity change below about -80%; inconclusive means mostly about -51% to -80%; further: on the % scale 0 is the no-effect control and ±100 the full control effect
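Single-point screen (50 µM final compound) in Neuro2A cells stimulated 20 min with 6 nM IGF at 37 deg C. After lysis, Ser473-phosphorylated Akt read by HTRF (ex 330 nm, em 615/665 nm) as the 665/615 ratio.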
A549 viability: counter-screen for Nrf2 inhibitors: cytotoxicity in A549 cells. A549 ARE-Fluc cells, CellTiter-Fluor viability, 18-24 h. Potency, µM (series often up to 46 µM), for the others: at the highest dose activity change, negative = cytotoxicity, hits mostly inhibitors. 390,000 compounds, 0.16% hits. AID 504648; further: potency means the concentration at half of the fitted maximal effect; on the % scale 0 is the no-effect control and ±100 the full control effect
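Cytotoxicity counterscreen: CellTiter-Fluor fluorescence was measured in A549 ARE_Fluc cells after 18-24 h of compound exposure in a concentration series. The subsequent BugLite luminescent read reports ARE-luciferase activity.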
Nrf2 inh: Nrf2 pathway inhibition; Potency, µM (doses to about 46 µM), without a hit: top-dose activity change, negative = inhibition, most hits filed as inhibitors; 360,000 compounds, 2.1% hits; A549 ARE-Fluc reporter, luciferase luminescence, 18-24 h; further: potency means the concentration at half of the fitted maximal effect; on the % scale 0 is the no-effect control and ±100 the full control effect; nearly all actives have a fitted effect of over 60% in size
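Concentration-response testing used A549 ARE_Fluc cells at 5000 cells/well. Following an 18-24 h compound incubation, viability was read by fluorescence (Ex 405/Em 525) and luciferase output by luminescence.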
TGFb inhibitor: blocks TGF-b signaling; HepG2 CAGA-GFP TGF-b/SMAD3 reporter, GFP fluorescence, 18 h; TGF-beta stimulated, 500 pg/mL final; Potency, µM (series often up to 46.1 µM), without a hit: at the top dose activity, negative = inhibition, hits mostly inhibitors; 410,000 compounds, 1.2% hits; AID 588855; further: potency means the concentration at half of the fitted maximal effect; on the % scale 0 is the no-effect control and ±100 the full control effect; nearly all actives have a fitted effect of over 65% in size
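HEPG2 CAGA-GFP, 1000 cells/well; 2 h settle, 37 C; cpd via pin tool; TGF-b 500 pg/mL final; 18 h, 37 C; GFP imaging ex488/em500-530; %Activity normalised to -TGF-b and +DMSO controls; CRC fit, curve class.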
HepG2 viability: kills HepG2 cells in TGF-b inhibitor counter-screen. 410,000 compounds, 0.76% hits. HepG2 CAGA-GFP viability, ATP luminescence, 18 h. Potency, µM (doses to about 46.1 µM), for inactives: at the top dose activity change, negative = cytotoxicity, usual class: cytotoxic; further: potency means the concentration at half of the fitted maximal effect; some results filed as inactive show a strong effect at the top dose
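CellTiter-Glo luminescence gave cytotoxicity after 18 hours at 37 degrees C. The cells were HepG2 CAGA-GFP in 1% FBS DMEM, stimulated with 500 pg/mL TGF-beta after compound addition. %Activity was normalised to no-cell wells (complete cell-killing) and DMSO (no toxicity), and curves were fitted and classified.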
ATXN viability: viability counter-screen for ATXN expression inhibitors. S2 cells (HEK-293 line with an ATXN2-luciferase reporter) viability, CellTiter-Fluor protease fluorescence, 24 h. Potency, µM (doses to about 56.7 µM), hits mostly cytotoxic. 400,000 compounds, 0.49% hits; further: potency means the concentration at half of the fitted maximal effect; nearly all actives have a fitted effect of over 40% in size
Mm-Cpn inhibitor: blocks the Methanococcus maripaludis chaperonin Mm-Cpn; 330,000 compounds, 0.031% hits; Potency, µM (highest dose often 76.9 µM), without a hit: at the highest dose activity, negative = inhibition, actives largely listed as inhibitors; purified Mm-Cpn ATPase, ADP Transcreener TR-FRET; AID 504842; further: potency means the concentration at half of the fitted maximal effect; on the % scale 0 is the no-effect control and ±100 the full control effect; nearly all actives have a fitted effect of over 80% in size
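Eu-cryptate anti-ADP/ADP-d2 competition gives a ratio inversely related to ADP. Enzyme at 25 nM was pre-exposed to compound for 10 min, then given 10 uM ATP for 30 min, 37°C throughout.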
Starred values were filed as active, the others as inactive; i = inactive; ? = inconclusive; · = not tested or not shown. Unless noted, the call rests on the fitted dose curve; in most records, active means well fitted curve in the direction sought with a large enough effect; inconclusive means small, poorly fitted or top-dose-only effect, or another doubt; inactive means no such curve, though single readings can be large; an effect the other way counts as inactive or inconclusive. This is a random part of the collection (roughly 4.4% active in at least one column).

SMILES | CCT chaperon mod | Nrf2 ARE act | Akt phos inh | A549 viability | Nrf2 inh | TGFb inhibitor | HepG2 viability | ATXN viability | Mm-Cpn inhibitor
CCOC(=O)c1sc(NC(=O)CN2C(=O)NC3(CC(C)CC(C)(C)C3)C2=O)c(C(=O)OCC)c1C (stereo unspecified) | 1.8 | -0.4% | i | -15.4% | -23.0% | 0.6% | -10.7% | i | 0.6%
CNC(=O)/C(C#N)=c1\s/c(=C/C(=O)OC)c(=O)n1-c1ccccc1 | -2.9 | 4.0% | i | -5.6% | -20.8% | -4.9% | -20.9% | i | -0.6%
CCc1ccc(CNC(=O)c2cc3n(n2)CCCN(Cc2ccccc2)C3=O)cc1 | · | 8.7% | · | ? | -107.0% | ? | -11.4% | i | ·
O=C(COC(=O)c1ccc(O)cc1)NCc1ccc2c(c1)OCO2 | -3.0 | 0.5% | i | 2.2% | 4.2% | -2.2% | 2.3% | i | 0.5%
O=C(O)CCCn1cc(NC(=O)COc2ccc(F)cc2F)cn1 | -4.9 | 0.2% | i | 2.2% | 23.5% | 10.7% | 17.1% | i | 2.3%
CC(C)C[C@@H](CN1CCCC1CN1C(=S)NC[C@@H]1Cc1ccccc1)N1C[C@H](Cc2ccccc2)N(CC2CCCCC2)C1=S (stereo partly specified) | -1.7 | -0.1% | i | · | · | · | · | ? | ·
COc1ccc(C(=O)c2sc3nc(-c4ccc(F)cc4)ccc3c2N)cc1 | · | -1.4% | · | 1.8% | ? | -2.4% | 3.1% | ? | ·
CC(C)(C)OC(=O)C[C@H]1C/C=C\C[C@H](CC(=O)N(CCO)Cc2ccccc2)C(=O)NCCOC1=O | -3.4 | -0.6% | i | -3.8% | -15.0% | 0.9% | -8.8% | i | 2.3%
CN1c2ccccc2C(O)=C(C(=O)Nc2ccccc2)S1(=O)=O | -0.8 | 0.5% | i | 6.2% | 13.3% | -2.4% | -7.5% | i | 0.2%
CCN(C(=O)c1cn(-c2ccc(OC)cc2)c(=O)c2ccccc12)c1cccc(Cl)c1 | · | -0.8% | · | 4.7% | -22.0% | 15.8µM* | -23.0% | · | ·
CCN(CC)S(=O)(=O)c1ccc(N2CCOCC2)c(NC(=O)CC23CC4CC(CC(Br)(C4)C2)C3)c1 | -0.2 | 3.1% | i | -1.1% | -12.7% | ? | 4.0% | i | -0.2%
Cc1ccc(NC(=O)CN2C(=O)COc3ccc(S(=O)(=O)N4CCCC4)cc32)c(C)c1 | 0.2 | 0.4% | i | -3.1% | 3.1% | 1.3% | -17.7% | i | -2.9%
Cc1cc(N2CCCCCC2)n2nc(C)c(-c3ccccc3)c2n1 | 1.0 | 0.5% | i | -0.2% | 0.9% | -3.0% | -5.6% | i | -1.5%
Cc1ccc(SCCNC(=O)C(CO)(CO)CO)cc1 | -3.8 | -0.4% | i | -0.4% | 3.2% | 5.3% | -18.8% | i | -0.1%
CCOc1ccc2nc(N3CCCN(C(=O)Nc4ccccc4C)CC3)c(C#N)cc2c1 | -0.9 | 7.0% | i | 1.4% | -16.6% | -16.1% | -23.8% | · | -4.5%
O=c1nc(Nc2ccc([N+](=O)[O-])cc2)[nH]c(=O)[nH]1 | 2.3 | -1.0% | i | 0.0% | 9.3% | 3.2% | -0.1% | i | -2.0%
CC(=O)c1ccc(OCCCC(=O)NC2CCC(C)CC2)cc1 (stereo unspecified) | -0.1 | 2.6% | i | 2.7% | -2.8% | 7.6% | 1.8% | i | -0.6%
Cc1ccc(Nc2ncnc3c2oc2ccccc23)cc1 | -9.2 | 7.3% | i | -3.2% | ? | 1.3% | -24.1% | i | -2.4%
COc1ccc(NC(=O)c2cc(-c3ccc(C)o3)nc3ccccc23)c(OC)c1 | -0.8 | 0.2% | i | -0.8% | 8.9% | 27.1% | -55.7% | i | ·
Cc1cccc(C)c1NCc1n[nH]c(=S)n1-c1ccccc1 | 3.1 | 0.3% | i | -8.2% | -1.9% | 0.7% | 3.9% | i | 2.4%
O=C(CSc1ncnc2c1oc1ccccc12)c1cccs1 | -1.3 | 3.55µM* | ? | -2.6% | ? | 26.2% | -2.7% | i | ?
O=C1C=C(c2ccc3[nH]ccc3c2)C[C@@H](c2ccc(Cl)cc2)C1 | 1.2 | -2.8% | i | -9.7% | ? | 11.2µM* | -23.0% | ? | -21.4%
COc1ccccc1C(=O)NNC(=S)NC(=O)c1cc(OC)c(OC)c(OC)c1 | 1.6 | 0.4% | i | -11.6% | ? | -8.4% | -19.4% | i | 1.3%
O=C(COC(=O)CSc1nnc(-c2ccc(Cl)cc2)o1)NCc1ccc2c(c1)OCO2 | -3.3 | 0.2% | i | -0.8% | · | 28.2% | -0.6% | i | -2.0%
CC1CCN(C(=S)c2ccc3c(c2)OCO3)CC1 | -0.6 | 0.3% | i | -10.6% | · | ? | -7.1% | i | -0.6%
CC(=O)N[C@@H](CC(=O)N[C@H](CCC(=O)O)C(=O)O)C(=O)O | -3.3 | 0.2% | i | 2.5% | 0.0% | -6.7% | -2.9% | i | 1.6%
Cc1cc(C#N)c(C)c(SCc2[nH]nc3c2C(c2ccccc2)C(C#N)=C(N)O3)n1 (stereo unspecified) | 1.6 | 3.8% | · | -3.5% | 5.9% | -24.2% | 8.9% | · | -0.2%
Cc1cccc(N(Cc2ccccc2)C(=O)CCl)c1 | 1.8 | 0.3% | i | -7.3% | -3.3% | ? | -85.5% | 0.532µM* | -3.0%
Cc1cccc(N2CC(C)Cn3c2nc2c3c(=O)n(CC(=O)OCc3ccccc3)c(=O)n2C)c1 (stereo unspecified) | -1.8 | -0.5% | i | -5.1% | ? | ? | -12.7% | i | -9.4%
Cc1cccc2c1-c1sc(C(=O)N3CCN(c4ccc(F)cc4)CC3)cc1CO2 | · | 0.9% | · | -0.7% | -4.3% | -15.7% | -6.1% | i | ·
CCc1cccc(C)c1NC(=O)C(CC)n1nc(C)c2c(C)n(-c3ccccc3)nc2c1=O (stereo unspecified) | · | 0.5% | · | 9.1% | -7.0% | 5.7% | -10.3% | i | ·
Cc1nc2ccccc2n1C(=O)c1ccc(Cl)cc1[N+](=O)[O-] | -6.4 | -0.1% | i | -1.8% | 8.3% | 6.8% | 1.1% | ? | 1.3%
COc1ccc(CN2C[C@@H](CO)O[C@@H](n3cnc4c(N5CCN(CCO)CC5)ncnc43)C2)cc1 | -0.9 | 0.7% | i | · | · | 28.6% | -10.3% | i | ·
CN1CCc2ccccc2CC1=O | -2.3 | 0.1% | i | -13.8% | -16.4% | 7.8% | 2.1% | ? | 0.4%
CCNC(=O)C1(C)CCCN1C(=O)c1cc(OC)c(OC)c(OC)c1 (stereo unspecified) | 0.1 | -0.5% | i | · | · | -19.1% | 12.8% | i | ·
CCS(=O)(=O)c1ccc2oc(SCC(=O)NCCC3=CCCCC3)nc2c1 | 0.2 | 3.3% | i | -5.0% | -36.0% | 17.0% | 3.7% | i | 0.0%

Compound profiles, from the list above. Order of values: CCT chaperon mod	Nrf2 ARE act	Akt phos inh	A549 viability	Nrf2 inh	TGFb inhibitor	HepG2 viability	ATXN viability	Mm-Cpn inhibitor
Cc1cccc(N2CC(C)Cn3c2nc2c3c(=O)n(CC(=O)OCc3ccccc3)c(=O)n2C)c1 (stereo unspecified) is entered as -1.8	-0.5%	i	-5.1%	?	?	-12.7%	i	-9.4%
CC1CCN(C(=S)c2ccc3c(c2)OCO3)CC1 is entered as -0.6	0.3%	i	-10.6%	·	?	-7.1%	i	-0.6%

Further entries
SMILES | CCT chaperon mod | Nrf2 ARE act | Akt phos inh | A549 viability | Nrf2 inh | TGFb inhibitor | HepG2 viability | ATXN viability | Mm-Cpn inhibitor
CCOC(=O)C1CCN(C(=O)c2cc3ccc(OC)cc3[nH]2)CC1 | 3.1 | -0.1% | i | -0.3% | 25.2% | 7.4% | -2.4% | i | 0.6%
Cc1cc(S(=O)(=O)N2CCOCC2)ccc1NC(=O)c1ccc(F)cc1 | -1.4 | -0.7% | i | 4.7% | -20.9% | -11.6% | -3.4% | i | 1.9%
CCOC(=O)C(N)CSC1CC(=O)N(CCc2ccccc2)C1=O (stereo unspecified) | 3.0 | 3.1% | i | 11.6% | 9.6% | ? | -38.9% | i | 0.2%
CCCCCOc1ccc(/C(C)=N/NC2=NCCN2)cc1 | 2.5 | 0.7% | i | 8.7% | 5.9% | ? | -103.8% | i | -1.5%
N=c1nc(SCCC(=O)O)ss1 | -2.4 | -2.0% | i | -14.0% | ? | -5.6% | -2.5% | i | -0.4%
Cc1ccc2cc(CN(CC(C)C)S(=O)(=O)c3cccc4nonc34)c(=O)[nH]c2c1 | -2.9 | -0.7% | i | -5.5% | -6.8% | 0.6% | 12.6% | i | -1.0%
COc1ccc(C(CC(=O)Nc2ccc(C(C)=O)cc2)N2Cc3ccccc3C2=O)cc1 (stereo unspecified) | · | 4.0% | · | 3.9% | ? | · | 1.2% | · | ·
CCN1C[C@@H]2[C@@H]3C(=O)N(Cc4ccccc4)C(=O)[C@@H]3[C@](CC)(C(=O)OC)N2C1=NC1CCCCC1 | -1.9 | 0.2% | i | -6.8% | 8.5% | 1.2% | -5.9% | ? | 2.2%

Gathered by group, the entries above with a nitro group on carbon (two)
SMILES | CCT chaperon mod | Nrf2 ARE act | Akt phos inh | A549 viability | Nrf2 inh | TGFb inhibitor | HepG2 viability | ATXN viability | Mm-Cpn inhibitor
O=c1nc(Nc2ccc([N+](=O)[O-])cc2)[nH]c(=O)[nH]1 | 2.3 | -1.0% | i | 0.0% | 9.3% | 3.2% | -0.1% | i | -2.0%
Cc1nc2ccccc2n1C(=O)c1ccc(Cl)cc1[N+](=O)[O-] | -6.4 | -0.1% | i | -1.8% | 8.3% | 6.8% | 1.1% | ? | 1.3%
